MsrA inhibitor: bovine MsrA inhibition. inhibition, % at 15.5 µM. purified bovine MsrA, absorbance read-out. 360,000 compounds, 0.75% hits. AID 651718; in the data active = inhibition above about 4.5%;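 note: 0% = vehicle wells with enzyme and 100% = reference inhibitor wells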
Neddylation inh: inhibitors of human cullin neddylation | 360,000 compounds, 0.58% hits | P61081+Q13564 | calls only at 25 µM | TR-FRET cullin neddylation, biochemical; in the data active = inhibition above about 36%
Target sequence (P61081 whole entry, looked up): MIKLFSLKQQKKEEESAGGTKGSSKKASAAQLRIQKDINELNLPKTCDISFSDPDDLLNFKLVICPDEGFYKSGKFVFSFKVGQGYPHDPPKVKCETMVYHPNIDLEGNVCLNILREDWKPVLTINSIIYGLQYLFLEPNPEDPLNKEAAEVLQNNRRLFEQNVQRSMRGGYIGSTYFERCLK
Target sequence (Q13564 whole entry, looked up): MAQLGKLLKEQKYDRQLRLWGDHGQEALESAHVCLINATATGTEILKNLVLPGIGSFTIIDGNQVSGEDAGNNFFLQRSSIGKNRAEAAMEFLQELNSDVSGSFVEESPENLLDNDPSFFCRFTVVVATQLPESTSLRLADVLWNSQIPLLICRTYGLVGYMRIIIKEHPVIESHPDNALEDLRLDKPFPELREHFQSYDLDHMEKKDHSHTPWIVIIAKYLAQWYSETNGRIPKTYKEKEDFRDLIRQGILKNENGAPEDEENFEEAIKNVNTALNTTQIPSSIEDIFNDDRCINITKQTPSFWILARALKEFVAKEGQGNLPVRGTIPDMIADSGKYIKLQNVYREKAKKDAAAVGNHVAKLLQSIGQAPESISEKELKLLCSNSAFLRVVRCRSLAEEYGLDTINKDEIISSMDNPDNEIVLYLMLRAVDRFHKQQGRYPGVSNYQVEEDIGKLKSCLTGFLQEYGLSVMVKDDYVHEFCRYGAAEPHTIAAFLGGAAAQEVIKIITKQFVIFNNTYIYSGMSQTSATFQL
Rin1 Abl inh: human Rin1-Abl interaction inhibition | P00519+Q13671 | TR-FRET Rin1/Abl binding, biochemical | inhibition, % at 7.35 µM | 360,000 compounds, 0.4% hits; in the data active = inhibition above about 5%, passing the limit was not always enough
eLon inh: inhibitors of E. coli Lon protease; purified E. coli Lon protease, fluorescence polarization; AID 602123; inhibition, % at 7.94 µM; 360,000 compounds, 0.42% hits; in the data active = inhibition above about 13%, passing the limit was not always enough;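 note: 0% = enzyme with probe and DMSO and 100% = no enzyme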
FAS TE block: inhibitors of human fatty acid synthase thioesterase domain. inhibition, % at 15 µM. recombinant FAS-TE, OMFH fluorogenic substrate, fluorescence endpoint. AID 602261. 360,000 compounds, 0.67% hits. P49327;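 active = compounds whose normalised, plate-corrected inhibition of enzyme fluorescence in the single-dose primary screen is 50% or more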;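 note: 0% = DMSO with enzyme and 100% = substrate without enzyme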
CSN deneddyl inh: inhibitors of human CSN-mediated cullin deneddylation | Q92905 | Purified CSN, SCF-Nedd8-OG deneddylation, fluorescence polarization | inhibition, % at 12.5 µM | 360,000 compounds, 0.38% hits;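 active = pattern-corrected inhibition above about 35%, with an unprinted fluorescence ratio check between 0.5 and 1.5, limit read from the data, passing the limit was not always enough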;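 note: 0% = enzyme with substrate and 100% = substrate without enzyme; some results filed as inactive read as strong as hits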
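test system = HEK293T-derived human Csn5 enzyme | amount = 0.24 nM Csn5 enzyme, final concentration | medium = Tris/NaCl/DTT buffer, pH 7.5 | schedule = 90 min reaction at room temperature | signal = FP | evaluation = inhibition of Csn5 cleavage, % | compound dosing = single dose of 12.5 µM compound with 0.25% DMSO | probe or stimulus = 10 nM SCFSkp2-Nedd8OG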
bovine MsrA act: bovine methionine sulfoxide reductase A activation. activation, % at 10.6 µM. purified bovine MsrA, absorbance read-out. 360,000 compounds, 0.3% hits; in the data active = activation above about 7.5%;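 note: 0% = vehicle and 100% = reference activator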
Tb MetRS inh: blocks T. brucei methionyl-tRNA synthetase activity; 360,000 compounds, 0.4% hits; inhibition, % at 11.9 µM; purified T. brucei MetRS, ATP depletion, Kinase-Glo luminescence;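 active = inhibition above a per-plate cutoff of the control wells' mean inhibition plus 3 SD, cut at about 5.5% in these data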;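 note: 0% = DMSO wells median and 100% = median of wells with control inhibitor compound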
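Assay system: T. brucei methionyl-tRNA synthetase, purified | Medium: HEPES buffer with MgCl2, KCl, DTT, spermine, BSA, pyrophosphatase | Compound: 11.9 µM single point | Incubation: 15 min enzyme-compound preincubation, 2 h reaction, 10 min detection, 25 °C | Measured by: Kinase-Glo luciferase luminescence reporting remaining unconsumed ATP | Measure: % inhibition normalized to control-well medians | Replication: Singlicate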
MLLE-PAM2 inh: inhibitors of microRNA-mediated deadenylation, human PABP1 MLLE binding. inhibition, % at 20 µM. GST-MLLE / FITC-PAM2 fluorescence polarization. P11940. 360,000 compounds, 0.36% hits; in the data active = inhibition above about 35%, passing the limit was not always enough;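 note: plate controls were DMSO wells with GST-MLLE for no effect and wells lacking GST-MLLE protein for full effect; some results filed as inactive read as strong as hits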
Numbers without * were called inactive; i = inactive; . = not tested or not shown.

Sequence of screens – MLLE-PAM2 inh	Rin1 Abl inh	eLon inh	FAS TE block	bovine MsrA act	CSN deneddyl inh	Neddylation inh	MsrA inhibitor	Tb MetRS inh
1	CC(C)NC(=O)N(C)C[C@H]1OCCCC[C@H](C)Oc2ccc(NC(=O)NC3CCCCC3)cc2C(=O)N([C@H](C)CO)C[C@@H]1C
  14	4	2	-6	-3	1	i	0.1	-1.0
2	COc1ccc(N2CCN(C(=O)C3CCCO3)CC2)cc1 (stereo not drawn)
  -4	4	-9	-8	-5	-2	i	-0.2	-0.7
3	COC(=O)C(Cc1ccc(O)cc1)NC(=O)Cn1cc(C)c(=O)[nH]c1=O (stereo not drawn)
  -12	-1	6	-5	0	-4	i	0.6	-0.6
4	COc1ccc(CCNC(=O)CC2SC(=NCc3ccccc3)NC2=O)cc1 (stereo not drawn)
  -79	-6	-2	-3	-3	4	i	-0.8	0.0
5	CCOc1ccccc1NC(=O)COc1ccc(S(=O)(=O)N2CCCC2)cc1
  -2	2	-5	24	-5	0	i	-0.9	0.1
6	COc1ccc(/C=N/S(=O)(=O)c2ccccc2)cc1OC
  10	2	-8	-6	-4	0	i	0.9	-0.7
7	CCCCN(C)CCCNC(=O)c1ccc2c(c1)NC(=O)C(N1CCOCC1)S2 (stereo not drawn)
  -9	-4	8	-6	3	3	i	0.7	-0.7
8	CCc1ccc(C2N(c3ccc(OC)cc3)C(=O)C3CCCN32)cc1 (stereo not drawn)
  0	-1	-6	-4	-7	1	i	-0.3	-0.8
9	O=C(CN1C2=NCCCN2c2ccccc21)c1ccc([N+](=O)[O-])cc1
  0	0	-6	-5	4	3	i	2.1	0.2
10	Cc1ccccc1NC(=O)c1c([N+](=O)[O-])c(C(C)(C)C)nn1C
  2	2	2	-5	-2	-1	i	-0.6	0.3
11	O=c1cc(-c2ccccc2)cc(-c2ccccc2)n1CCCO
  5	0	8	-19	-7	0	i	-0.2	0.1
12	C/C(=N\O)C(=O)OC1CC(C)CCC1C(C)C (stereo not drawn)
  -3	-3	0	-22	1	-1	i	0.8	-0.4
13	COc1ccc(OCCC(=O)N2CCOCC2)cc1
  -12	-1	6	-3	-2	-3	i	0.3	-0.6
14	CC(C)CC(=O)Nc1c(C(=O)N2CCN(Cc3ccccc3)CC2)oc2ccccc12
  -2	1	-12	1	-4	5	i	0.9	-0.6
15	Cn1c(=O)n(C)c2cc(NC(=O)COc3ccc(Cl)cc3)ccc21
  10	-3	-2	-1	-4	0	i	0.9	-0.3
16	CN(Cc1cccnc1)C(=O)Cc1ccc(NS(=O)(=O)c2cccc(C(F)(F)F)c2)cc1
  3	1	-5	0	-3	-3	i	-0.7	0.6
17	CC(C)(CO)NC12CC3CC(CC(C3)C1)C2
  13	0	-4	-3	-7	-3	i	1.3	-0.6
18	O=C(COc1ccc(Cl)cc1)NCCN1CCCCC1
  2	4	-4	-2	-2	2	i	-0.4	0.5
19	O=c1[nH][nH]c2c1[C@H](CCc1cccc(Cl)c1)O[C@H](C1CC1)C2
  .	.	-2	-34	-4	-4	i	1.8	-1.4
20	CC1CCCCC1NC(=O)Cn1cnc2c1c(=O)n(C)c(=O)n2C (stereo not drawn)
  2	-1	-11	-5	0	-2	i	-0.3	0.5
21	CCN(CC)S(=O)(=O)c1cccc(C(=O)Nc2nnc(C)s2)c1
  -9	2	-13	-4	-4	-2	i	1.2	-0.3
22	O=C(c1ccc(S(=O)(=O)N2CCOCC2)cc1)N1CCN(c2cccc(Cl)c2)CC1
  -1	1	2	5	-1	-2	i	-0.4	0.6
23	C#CCNC(=O)C1=C[C@H](c2csc3ccccc23)C[C@H](OCc2ccc(CO)cc2)O1
  -8	3	-2	2	-3	1	i	1.8	0.0
24	C#CCN(CC=C)C(=O)CCc1nnc(COc2ccccc2)o1
  4	-9	4	-6	-2	0	i	0.6	-0.6
25	CC(Sc1nc2ncc(Cl)cc2[nH]1)C(=O)Nc1ccc(C(N)=O)cc1 (stereo not drawn)
  -35	4	1	-5	-4	3	i	-0.4	1.0
26	CCN1CCN(CCNC(=O)C2CCCN(Cc3nc(-c4cccc(Cl)c4)oc3C)C2)CC1 (stereo not drawn)
  8	-3	7	-4	3	-4	i	-0.1	-0.4
27	CCOC(=O)c1c(S(=O)(=O)NCCc2cccs2)c(C)n(C)c1C
  -6	6	-1	-4	-4	6	i	-0.2	-0.6
28	Oc1ccc2c(c1)c1c3n2CCNC3CCC1 (stereo not drawn)
  3	0	3	-2	-5	4	i	.	-0.4
29	Cc1ccc([C@H]2C[C@H](n3cc(COC(=O)c4ccccc4)nn3)[C@@H](O)CN2C(=O)C2CCCCC2)cc1
  2	-4	0	9	-2	1	i	1.9	-0.5
30	COc1ccc(C(=O)NC(C)c2nnc(SCC(=O)Nc3nc(C)cs3)n2C)cc1 (stereo not drawn)
  -7	1	-4	-8	-3	1	i	0.1	-0.5
31	COc1ccc2c(c1)nc(SCC(C)O)n2C (stereo not drawn)
  11	1	-1	-6	-1	-10	i	0.0	-0.3
32	CCOc1ccc(S(=O)(=O)NC2CCCCC2C)cc1 (stereo not drawn)
  -5	-2	-3	11	-2	5	i	1.5	-0.5
33	COc1ccc(N2C(=O)CC(NNC(=O)c3ccc(Br)s3)C2=O)cc1 (stereo not drawn)
  -6	-2	-1	1	0	1	i	-1.7	-0.4
34	CSCC[C@H](NC(=O)OC(C)(C)C)c1nnc(SCc2ccccc2)o1
  -17	0	-5	9	-7	-3	i	0.2	-1.4
35	CC(=O)N1CCN(C(=O)COC(=O)CNC(=O)c2ccc(C)cc2)CC1
  0	1	13	-3	-5	-4	i	-1.0	-0.3
36	CCS(=O)(=O)N1Cc2ccccc2CC1C(=O)Nc1nnc(SCc2c(Cl)cccc2Cl)s1 (stereo not drawn)
  -26	-3	7	12	-4	6	i	1.5	-0.8
37	C[C@H](NC(=O)c1ccc2ccccc2c1)C(=O)N1CCC2(CC1)NCCc1[nH]cnc12
  3	-1	-9	-3	2	3	i	0.0	-0.3
38	COCC1CCN(Cc2cn(-c3ccccc3F)nc2-c2cc(C)sc2C)CC1
  -3	-3	-10	0	-3	1	i	0.1	-0.7
39	COC(=O)c1c(C)[nH]c(C(=O)C(C)OC(=O)c2cnc(C)cn2)c1C (stereo not drawn)
  2	0	-7	-6	-1	3	i	0.2	0.0
40	O=C(c1cccc(Cl)c1)N1CCN(Cc2ccccc2F)CC1
  4	0	-5	-4	-4	0	i	0.2	-0.1

Ordered by value in CSN deneddyl inh (smallest number first): some entries from above
No. | canonical_smiles | MLLE-PAM2 inh | Rin1 Abl inh | eLon inh | bovine MsrA act | CSN deneddyl inh | Neddylation inh | MsrA inhibitor
31 | COc1ccc2c(c1)nc(SCC(C)O)n2C (stereo not drawn) | 11 | 1 | -1 | -1 | -10 | i | 0.0
35 | CC(=O)N1CCN(C(=O)COC(=O)CNC(=O)c2ccc(C)cc2)CC1 | 0 | 1 | 13 | -5 | -4 | i | -1.0
34 | CSCC[C@H](NC(=O)OC(C)(C)C)c1nnc(SCc2ccccc2)o1 | -17 | 0 | -5 | -7 | -3 | i | 0.2
38 | COCC1CCN(Cc2cn(-c3ccccc3F)nc2-c2cc(C)sc2C)CC1 | -3 | -3 | -10 | -3 | 1 | i | 0.1
32 | CCOc1ccc(S(=O)(=O)NC2CCCCC2C)cc1 (stereo not drawn) | -5 | -2 | -3 | -2 | 5 | i | 1.5

(listing goes on)
Sequence of screens – MLLE-PAM2 inh	Rin1 Abl inh	eLon inh	FAS TE block	bovine MsrA act	CSN deneddyl inh	Neddylation inh	MsrA inhibitor	Tb MetRS inh
41	CSCCC(NC(=O)COc1ccccc1)C(=O)N(C)CC(=O)Nc1ccc(C)cc1 (stereo not drawn)
  -7	-2	0	4	-2	1	i	-0.1	-0.3
42	COc1ccc(Cc2c(-c3ccccc3)nc3c(C)cc(Br)cn23)c(C)c1
  -23	0	-14	15	-6	-1	i	1.5	-0.4
43	COc1cc(C)ccc1S(=O)(=O)NC1CC(C)(C)NC(C)(C)C1
  -11	-1	-1	-5	-4	-4	i	0.4	-0.1
44	COc1ccccc1NC(=O)c1cccc2c(Br)cccc12
  1	-5	-5	26	-2	2	i	0.7	-0.7
45	O=C(NCC1(c2ccccc2)CCCC1)c1cccc(Br)c1
  -15	1	0	21	-3	0	i	-0.7	-1.2
46	CN(C)c1cc[n+](CC(=O)N2c3ccccc3Sc3ccccc32)cc1
  5	1	-8	2	-2	-3	i	-0.2	0.6
47	COc1ccc(-n2c(C)nc3cc(C(=O)O)ccc32)cc1
  -7	2	-3	-12	-2	-1	i	0.1	0.0
48	COc1ccc(CCNC(=O)C2CC(c3cccc([N+](=O)[O-])c3)=NO2)cc1 (stereo not drawn)
  2	2	4	5	4	3	i	-0.6	0.3
49	CCN1CCN(C(c2ccccc2)c2nnnn2Cc2ccccc2)CC1 (stereo not drawn)
  -3	2	5	-3	-1	-7	i	-1.0	0.1
50	COC(=O)[C@@]1(Sc2ccc(C)cc2)CC(=O)N(c2cccc(SC)c2)[C@@H]1c1ccccc1
  .	.	-4	17	-9	-2	i	1.8	-1.2
51	CC(=O)c1cccc(NC(=O)COC(=O)CCc2ccc(S(=O)(=O)N3CCOCC3)cc2)c1
  2	2	-8	-5	-9	-2	i	-1.8	-0.5
52	COc1ccc2c(c1OC)C(=O)N1C2SC[C@H]1C(=O)NC1CCCC1 (stereo partly drawn)
  41*	0	7	-7	-3	0	.	-0.3	-0.3
53	COc1ccc(-c2cc3ccc(F)cc3cn2)cc1
  -4	3	-13	8	-1	-7	i	1.3	0.0

Full records, quoted from the list. Order of values: MLLE-PAM2 inh | Rin1 Abl inh | eLon inh | FAS TE block | bovine MsrA act | CSN deneddyl inh | Neddylation inh | MsrA inhibitor | Tb MetRS inh
COc1ccc2c(c1)nc(SCC(C)O)n2C (stereo not drawn) in the list: 11 | 1 | -1 | -6 | -1 | -10 | i | 0.0 | -0.3
O=C(CN1C2=NCCCN2c2ccccc21)c1ccc([N+](=O)[O-])cc1 in the list: 0 | 0 | -6 | -5 | 4 | 3 | i | 2.1 | 0.2
CCS(=O)(=O)N1Cc2ccccc2CC1C(=O)Nc1nnc(SCc2c(Cl)cccc2Cl)s1 (stereo not drawn) in the list: -26 | -3 | 7 | 12 | -4 | 6 | i | 1.5 | -0.8
CC(C)(CO)NC12CC3CC(CC(C3)C1)C2 in the list: 13 | 0 | -4 | -3 | -7 | -3 | i | 1.3 | -0.6
CC(Sc1nc2ncc(Cl)cc2[nH]1)C(=O)Nc1ccc(C(N)=O)cc1 (stereo not drawn) in the list: -35 | 4 | 1 | -5 | -4 | 3 | i | -0.4 | 1.0
